# OXTR agonist = activates the human oxytocin receptor; AID 2435; P30559; activation, % at 3 µM; CHO-OTR cells, Fluo-8 calcium fluorescence; normalized: DMSO 0%, oxytocin 100%; hit rate 0.32% among 320,000;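 active = activation above the mean of all tested compounds plus 3 SD, cutoff set per screening run, cut at about 20% in these data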;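 also: peak over basal fluorescence ratio from a 100 s FLIPR kinetic read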
# NALP1 yeast inh = inhibitors of NALP1 inflammasome in yeast | hit rate 0.61% among 280,000 | AID 2071 | inhibition, % at 10 µM | S. cerevisiae NALP1/ASC/caspase-1 growth, X-gal OD620, 72 h; in the data active = inhibition mostly above about 24%, no sharp cut-off; inactive = mostly below about 32%; also: some compounds called inactive have numbers as strong as hits
# MEKK2 WT-MEK5 = raises or lowers MEK5 binding to wildtype human MEKK2 PB1 domain | Q9Y2U5 | AID 1531 | hit rate 1.1% among 290,000 | bead flow cytometry, Alexa488-MEK5 binding to MEKK2 WT; actives lie on both sides | binding response (% of control), % at 10 µM; in the data active = binding response below about 67% or above about 130%
# M18AAP inhibitor = blocks P. falciparum M18 aspartyl aminopeptidase; recombinant PfM18AAP, H-Glu-NHMec fluorogenic cleavage; inhibition, % at 7.35 µM; hit rate 1.2% among 290,000; AID 1822;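 active = inhibition above the campaign mean inhibition over all tested compounds plus 3 SD, cut at about 28% in these data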;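 also: 0% = plate median of test compound wells and 100% = 2 mM ZnCl2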
# OXTR potentiate = potentiators of human oxytocin receptor; P30559; AID 2445; CHO-OTR cells, Fluo-8 calcium fluorescence, potentiator mode; 0% = oxytocin EC15, 100% = EC100; hit rate 0.061% among 320,000; activation, % at 3 µM;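 active = activation above that plate's cutoff, the mean activation of tested compounds plus 3 SD, cut at about 6.6% in these data, passing the limit was not always enough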;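 also: 100% uses oxytocin at 75 nM as the full agonist control; some results filed as inactive read as strong as hits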
#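 Measured by – Fluo-8 calcium dye fluorescence · Test system – human OTR in CHO cells · Dosing – one concentration, 3.0 µM compound · Controls – EC15 oxytocin alone as 0%, 75 nM oxytocin as 100% · Evaluation – normalized max/min fluorescence ratio, % activation · Timing – 6 min pre-incubation, 100 s read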
# V1aR counter = activates human V1a receptor in oxytocin agonist counter-screen; P37288; activation, % at 3 µM; CHO-V1R cells, Fluo-8 calcium fluorescence, agonist mode; 0% DMSO, 100% 3 nM vasopressin; AID 2797; hit rate 0.25% among 320,000;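 active = activation above the mean activation of all tested compounds plus 3 SD, per screening run, cut at about 20% in these data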;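 also: signal is peak over basal fluorescence ratio across a 100 second FLIPR read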
# GPR7 antag = blocks human GPR7 receptor signaling. GPR7-expressing cells, fluorescence antagonist assay. P48145. hit rate 1.1% among 290,000. inhibition, % at 4.4 µM. AID 1861; in the data active = inhibition above about 16%, passing the limit was not always enough;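 also: cells stimulated with the agonist NPW; 0% = agonist with vehicle and 100% = vehicle without agonist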
# Target sequence (P48145 whole entry, looked up): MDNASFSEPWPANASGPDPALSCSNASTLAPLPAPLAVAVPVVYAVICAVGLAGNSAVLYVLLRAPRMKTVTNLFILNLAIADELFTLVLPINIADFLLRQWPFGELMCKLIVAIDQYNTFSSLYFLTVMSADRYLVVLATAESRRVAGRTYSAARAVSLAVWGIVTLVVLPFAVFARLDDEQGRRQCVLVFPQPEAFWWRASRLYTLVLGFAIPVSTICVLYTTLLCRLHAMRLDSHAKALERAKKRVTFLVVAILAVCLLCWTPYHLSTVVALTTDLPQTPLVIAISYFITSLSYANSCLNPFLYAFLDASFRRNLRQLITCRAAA
# GalR3 antagonist = antagonists of human GalR3; HEK293 GalR3-CNG cAMP membrane potential fluorescence; galR3 body fused to GalR1 C-terminus; inhibition, % at 3 µM; hit rate 0.44% among 360,000;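 active = inhibition above the screen-wide average plus 3 SD, cut at about 13% in these data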;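 also: forskolin and galanin both at EC90 stimulate the cells; cAMP rise reported by CNG channel membrane potential dye signal; 0% = forskolin plus galanin with DMSO and 100% = forskolin alone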
# MEKK2mut PB1 HTS = signal of MEK5 binding to mutant human MEKK2 PB1 domain; hit rate 0.35% among 290,000; percent response, % at 10 µM; bead flow cytometry, Alexa488-MEK5 binding to MEKK2 mutant; in the data active = percent response above about 24%, passing the limit was not always enough; also: inactives centre near 1; some results filed as inactive read as strong as hits
# * marks the source's active call; other numbers are inactive results; nt = no result given. Hits appear at their usual frequency, and some 4.1% of all compounds hit somewhere here.
[1] CC(=O)c1c(-c2ccccc2)c2cc([N+](=O)[O-])ccc2[nH]c1=O
[2] O=C(COc1ccc2c(c1)oc(=O)c1ccccc12)N[C@@H](Cc1c[nH]c2ccccc12)C(=O)O
[3] Cc1ccc(OCC(=O)O/N=C(\N)c2ccccn2)cc1
[4] O=C(CCCOc1ccc(Br)cc1)NNC(=O)c1ccncc1
[5] COc1ccc(COc2ccc3c(C)cc(=O)oc3c2)cc1
[6] C#CCNc1ccc([N+](=O)[O-])cc1
[7] O=C(NCc1ccc2c(c1)OCO2)c1cc(F)c(F)cc1Cl
[8] CC(C)OC(=O)c1c2nc3ccccc3nc2n2c1[nH]c(=O)c1ccccc12
screen / no. | 1 | 2 | 3 | 4 | 5 | 6 | 7 | 8
OXTR agonist | -0.6 | 0.7 | 0.3 | 1.1 | -1.5 | -0.4 | -0.9 | -0.1
NALP1 yeast inh | 7.7 | -18.5 | -1.8 | nt | 10.3 | -6.3 | 20.1 | -14.9
MEKK2 WT-MEK5 | 95.0 | 105.0 | 64.0 | nt | 104.0 | 94.0 | 109.0 | nt
M18AAP inhibitor | 0.7 | -5.0 | -10.0 | nt | -13.2 | -6.4 | -7.2 | -9.9
OXTR potentiate | -1.2 | -8.1 | -6.4 | -3.4 | -10.1 | 5.1 | -2.2 | -15.7
V1aR counter | 0.3 | 0.5 | -0.1 | 3.1 | -0.5 | 1.3 | -0.4 | 3.3
GPR7 antag | 10.2 | -6.6 | -1.7 | nt | -5.5 | -6.8 | -4.3 | -2.9
GalR3 antagonist | -3.2 | -1.1 | -1.2 | 6.7 | -0.2 | -1.5 | 2.4 | nt
MEKK2mut PB1 HTS | -4.0 | 2.0 | -29.0 | nt | 15.0 | -8.0 | 3.0 | nt

# For convenience, part of the list above:
[1] CC(=O)c1c(-c2ccccc2)c2cc([N+](=O)[O-])ccc2[nH]c1=O
[2] O=C(COc1ccc2c(c1)oc(=O)c1ccccc12)N[C@@H](Cc1c[nH]c2ccccc12)C(=O)O
[3] Cc1ccc(OCC(=O)O/N=C(\N)c2ccccn2)cc1
[4] O=C(CCCOc1ccc(Br)cc1)NNC(=O)c1ccncc1
[5] COc1ccc(COc2ccc3c(C)cc(=O)oc3c2)cc1
[6] C#CCNc1ccc([N+](=O)[O-])cc1
[7] O=C(NCc1ccc2c(c1)OCO2)c1cc(F)c(F)cc1Cl
screen / no. | 1 | 2 | 3 | 4 | 5 | 6 | 7
OXTR agonist | -0.6 | 0.7 | 0.3 | 1.1 | -1.5 | -0.4 | -0.9
NALP1 yeast inh | 7.7 | -18.5 | -1.8 | nt | 10.3 | -6.3 | 20.1
MEKK2 WT-MEK5 | 95.0 | 105.0 | 64.0 | nt | 104.0 | 94.0 | 109.0
M18AAP inhibitor | 0.7 | -5.0 | -10.0 | nt | -13.2 | -6.4 | -7.2
OXTR potentiate | -1.2 | -8.1 | -6.4 | -3.4 | -10.1 | 5.1 | -2.2
V1aR counter | 0.3 | 0.5 | -0.1 | 3.1 | -0.5 | 1.3 | -0.4
GPR7 antag | 10.2 | -6.6 | -1.7 | nt | -5.5 | -6.8 | -4.3
GalR3 antagonist | -3.2 | -1.1 | -1.2 | 6.7 | -0.2 | -1.5 | 2.4
MEKK2mut PB1 HTS | -4.0 | 2.0 | -29.0 | nt | 15.0 | -8.0 | 3.0
